High-throughput results deposited in PubChem by several laboratories.
BoNT-A LC inh2 = BoNT/A light chain protease inhibitors, primary screen, biochemical, flow cytometry, MLPCN library. Botulinum neurotoxin type A light chain protease (Clostridium botulinum A str. ATCC 3502). multiplex microsphere protease substrate cleavage. inhibition, % at 10 µM. hit rate 0.17% among 360,000; also: plate controls were buffer without enzyme for full effect and enzyme alone for no effect
GDH-TPI counter = GDH-TPI coupling enzyme inhibitors, primary screen, artefact control for M. tuberculosis FBA inhibitor project, biochemical, absorbance, full deck. GDH-TPI coupled enzyme counterscreen, NADH absorbance. inhibition, % at 4.8 µM. hit rate 1.2% among 360,000; in the data active = inhibition above about 30%;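 also: 0% = DMSO wells and 100% = wells lacking the enzyme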
UGM FP inh = M. tuberculosis UGM enzyme inhibitors, primary screen, biochemical, fluorescence polarization, single point. UDP-galactopyranose mutase (Mycobacterium tuberculosis (strain ATCC 25618 / H37Rv)), …. purified UGM, fluorescence polarization probe displacement. inhibition, % at 10 µM. hit rate 0.06% among 320,000. AID 504406, 2011; in the data active = inhibition above about 10%, passing the limit was not always enough; inconclusive = no clear call, values can overlap the other calls
Target sequence (P9WIQ1 whole entry, looked up): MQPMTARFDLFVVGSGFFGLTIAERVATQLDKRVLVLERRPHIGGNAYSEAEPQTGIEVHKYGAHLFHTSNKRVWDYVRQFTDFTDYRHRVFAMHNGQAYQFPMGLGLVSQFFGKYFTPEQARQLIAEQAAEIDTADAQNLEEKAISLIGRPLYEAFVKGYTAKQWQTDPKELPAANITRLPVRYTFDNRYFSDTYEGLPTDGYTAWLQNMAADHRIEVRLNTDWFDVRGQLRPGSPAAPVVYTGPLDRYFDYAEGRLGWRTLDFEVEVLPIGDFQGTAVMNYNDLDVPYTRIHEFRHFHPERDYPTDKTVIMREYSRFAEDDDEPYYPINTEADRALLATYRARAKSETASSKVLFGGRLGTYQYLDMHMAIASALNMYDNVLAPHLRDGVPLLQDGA
PfHsp40 yeast = rescue of yeast from PfHsp40 toxicity, primary screen, S. cerevisiae, ATP luminescence | S. cerevisiae expressing PfHsp40, growth rescue | hit rate 0.68% among 340,000 | growth rescue, % at 12.5 µM | AID 504582, 2011; in the data active = growth rescue above about 28%, passing the limit was not always enough; inconclusive = no clear call, values can overlap the other calls;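 also: yeast W303a lacking pdr1 and pdr3 grown in galactose medium; growth measured after three days at 30 °C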
BoNT F protease = BoNT/F light chain protease inhibitors, primary screen, biochemical, flow cytometry, MLPCN library. hit rate 0.22% among 360,000. inhibition, % at 10 µM. Multiplex microsphere protease cleavage assay; in the data active = inhibition above about 35%, passing the limit was not always enough; inconclusive = no clear call, values can overlap the other calls; also: plate controls were buffer without enzyme for full effect and enzyme alone for no effect
BioA inh = M. tuberculosis BioA enzyme inhibitors, primary screen, biochemical, plate reader, single point, HTS | inhibition, % at 9.99 µM | purified M. tuberculosis BioA enzyme | 7,8-diaminopelargonic acid synthase BioA (Mycobacterium tuberculosis) | hit rate 0.096% among 360,000; in the data active = inhibition above about 40%; inconclusive = no clear call, values can overlap the other calls
Anthrax LF inh2 = Bacillus anthracis LF protease inhibitors, primary screen, biochemical, multiplex microsphere, MLPCN library; Lethal factor (Bacillus anthracis), P15917; multiplex microsphere protease cleavage assay; inhibition, % at 10 µM; hit rate 0.12% among 360,000; also: plate controls were buffer without enzyme for full effect and enzyme alone for no effect
FBA Mtb inh = Mtb FBA enzyme inhibitors, primary screen, biochemical, fluorescence, strain H37Rv. purified M. tuberculosis FBA, fluorescence read-out. inhibition, % at 1 µM. hit rate 2.3% among 360,000; in the data active = inhibition above about 27%;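 also: 0% = vehicle and 100% = reference inhibitor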
Target sequence (P9WQA3 whole entry, looked up): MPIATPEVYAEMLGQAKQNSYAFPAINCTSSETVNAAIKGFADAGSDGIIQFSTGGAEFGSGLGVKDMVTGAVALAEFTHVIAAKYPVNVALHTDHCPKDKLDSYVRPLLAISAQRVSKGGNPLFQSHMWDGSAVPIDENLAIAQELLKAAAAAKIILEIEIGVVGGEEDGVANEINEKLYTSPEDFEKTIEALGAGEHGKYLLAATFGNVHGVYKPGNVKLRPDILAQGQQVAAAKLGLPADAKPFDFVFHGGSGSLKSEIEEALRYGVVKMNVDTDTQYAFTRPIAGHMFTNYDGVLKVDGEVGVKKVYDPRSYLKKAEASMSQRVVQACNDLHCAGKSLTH
FadD28 FP inh = inhibitors of FadD28 bisubstrate probe binding, primary screen, biochemical, fluorescence polarization, single point; inhibition, % at 12.5 µM; Mycobacterium tuberculosis FadD28 fatty-acid-AMP ligase; hit rate 0.22% among 360,000; in the data active = inhibition above about 8.5%, passing the limit was not always enough; inconclusive = no clear call, values can overlap the other calls
Starred values were filed as active, the others as inactive; ? = inconclusive; / = no result given; & = joins results of further samples. Rule as the data show it, unless noted: active = inhibition above about 30%; inconclusive = no clear call, values can overlap the other calls; inactive = below that.

SMILES	BoNT-A LC inh2	GDH-TPI counter	UGM FP inh	PfHsp40 yeast	BoNT F protease	BioA inh	Anthrax LF inh2	FBA Mtb inh	FadD28 FP inh
CN(C)S(=O)(=O)c1cccc(C(=O)Nc2ccc(C(=O)Nc3cccc(S(N)(=O)=O)c3)cc2)c1	0.2	0	-0.6	1.0	-7	0.3	-3	1	-10
O=C(CC1CCCC1)Nc1cc(C(F)(F)F)ccc1-n1cncn1	0.3	7	2.1	3.4	7	0.1	-2	-3	-2.4
O=C1CC(C2CCCO2)C(=O)N1c1ccc(Cl)c(Cl)c1 (stereo unspecified)	-0.7	-5	-0.4	-0.7	2	/	4	7	-0.5
C[C@@H]1CN([C@@H](C)CO)C(=O)CCCn2nncc2CO[C@H]1CN(C)Cc1ccccc1	0.3	5	/	/	-2	0.5&2.0&0.4	1	1	-0.2
COc1ccc(C2=NN(C(C)=O)CC2c2cccc([N+](=O)[O-])c2)cc1 (stereo unspecified)	-1.2	2	-1.1	-0.6	-4	1.7	0	-1	-0.2
O=C(CN1CC[C@@]2(O)CCCC[C@H]2[C@@H]1c1ccc(F)cc1)NCc1ccco1	?	-6	0.6	1.5	?	/	1	1	-2.7
CC(C[N+](C)(C)C)OC(N)=O (stereo unspecified)	-0.3	2	-0.6	1.1	-5	-3.6	7	2	-0.7
CCOC(=O)N1CCN(C(=O)Cc2ccc(Cl)cc2)CC1	-0.5	9	-0.9	-0.2	-5	-0.2	-1	-1	-2.5
CC(=O)Nc1cccc(NS(=O)(=O)c2c(C)noc2C)c1	1.3	-2	1.5	-0.1	-4	-2.3	-2	-1	/
Cc1c(NC(C)c2ccccc2O)c(=O)n(-c2ccccc2)n1C (stereo unspecified)	-0.8	-1	1.9	0.9	-1	-0.9	-2	1	-2.7
CCOc1ccccc1NC(=O)c1cccc(NC(=O)C(C)C)c1	-1.3	4	-0.9	0.4	-10	/	-1	3	-0.9
COc1ccc(NS(=O)(=O)c2cc(NC(=O)/C=C/c3ccccc3OC)ccc2N2CCCCC2)cc1	-0.2	8	-0.6	-0.2	-7	/	-2	3	-2.6

Three entries from above, reformatted:
COc1ccc(C2=NN(C(C)=O)CC2c2cccc([N+](=O)[O-])c2)cc1 (stereo unspecified)
  BoNT-A LC inh2 = -1.2; GDH-TPI counter = 2; UGM FP inh = -1.1; PfHsp40 yeast = -0.6; BoNT F protease = -4; BioA inh = 1.7; Anthrax LF inh2 = 0; FBA Mtb inh = -1; FadD28 FP inh = -0.2

O=C(CN1CC[C@@]2(O)CCCC[C@H]2[C@@H]1c1ccc(F)cc1)NCc1ccco1
  BoNT-A LC inh2 = ?; GDH-TPI counter = -6; UGM FP inh = 0.6; PfHsp40 yeast = 1.5; BoNT F protease = ?; BioA inh = /; Anthrax LF inh2 = 1; FBA Mtb inh = 1; FadD28 FP inh = -2.7

CC(C[N+](C)(C)C)OC(N)=O (stereo unspecified)
  BoNT-A LC inh2 = -0.3; GDH-TPI counter = 2; UGM FP inh = -0.6; PfHsp40 yeast = 1.1; BoNT F protease = -5; BioA inh = -3.6; Anthrax LF inh2 = 7; FBA Mtb inh = 2; FadD28 FP inh = -0.7

Further structures.
SMILES	BoNT-A LC inh2	GDH-TPI counter	UGM FP inh	PfHsp40 yeast	BoNT F protease	BioA inh	Anthrax LF inh2	FBA Mtb inh	FadD28 FP inh
CN1C(=O)C(CCC(=O)O)NC1=S (stereo unspecified)	1.0	-4	4.2	-0.7	-4	-2.2	-4	-2	-5.9
Cc1ccc(-n2cc(CCCCCCCCC(=O)O)nn2)cc1	-1.1	3	-0.3	0.7	1	1.6	-5	0	-0.9
CC(=O)N1C(C(=O)O)Cc2c([nH]c3ccccc23)C1C (stereo unspecified)	1.7	5	/	0.0	8	-3.7	4	3	0.1
COc1ccc(NC(=O)c2c(Cl)n(C)c3ccccc23)cc1	1.4	6	1.9	11	17	-0.3	2	2	-2.8
CCOC(=O)/C(N=Nc1sc(C(=O)OC)c(C)c1C(=O)OCC)=C(\O)CCl	0.8	4	-1.0	-0.4	-2	-0.9	-1	-1	-1.0
COc1cccc(NC(=S)C(C#N)=C2N(C)c3ccccc3N2C)c1	0.3	12	0.2	-1.6	-8	1.1	-2	1	-0.2
O=c1[nH]cnc2c1N=C(c1cccc([N+](=O)[O-])c1)CC(c1ccccc1)N2 (stereo unspecified)	-0.4	18	/	1.7	-2	/	-5	2	-2.8
COc1ccc(C(=O)n2nc(-c3ccco3)nc2N)cc1OC	-0.4	4	/	-1.2	0	/	-4	0	-0.7
COc1ccc(-c2nnc3n2-c2ccccc2SC3)cc1OC	-0.8	-1	2.3	2.8	-8	3.9	0	1	0.4
O=c1/c(=C/c2ccc(CNS(=O)(=O)c3ccccc3)o2)sc2n1CCN=2	0.1	30	1.0	0.7	-6	/	-4	-2	-4.2
C=CCSc1nc2ccccc2n1Cc1nnc(-c2cccs2)o1	/	4	0.8	-0.2	/	10	/	3	-2.4
CC(C)C(NC(=O)c1ccc(F)cc1)C(=O)N1CCN(c2ccccn2)CC1 (stereo unspecified)	-0.1	-3	-1.3	3.4	-2	-2.5	-5	7	/
O=C1CC(NNc2ccccc2)C(=O)N1c1ccccc1 (stereo unspecified)	-0.6	23	-0.2	-1.6	-8	/	-3	-1	-0.5
COC(=O)c1c(NC(=O)COC(=O)c2ccccc2O)sc2c1CCCCC2	-0.1	-3	-0.2	0.8	0	/	-1	8	0.6
CC1CCCCC1NC(=O)C(Cc1ccccc1)NS(=O)(=O)c1cccs1 (stereo unspecified)	0.7	12	2.5	-0.2	-6	-1.2	-6	6	1.0
CC(C)CNC(=O)C1C2C=CC(C2)C1C(=O)O (stereo unspecified)	?	-6	-1.4	2.4	-2	-2.1	3	-2	-3.6
O=[n+]1c2c(n([O-])c3cc(F)c(N4CCCC4)cc31)CCCC2	9.6	8	5.8	-0.4	-3	-22	14	-12	1.6
COC(=O)C(Cc1c[nH]c2ccccc12)NC(=O)c1cccc(S(=O)(=O)N2CCCCC2)c1 (stereo unspecified)	-3.2	-2	0.5	2.4	-6	-0.3	-10	-3	/
O=C(Nc1cccnc1)c1cc2c(ccc3ccccc32)o1	0.4	32*	-2.8	0.2	-2	8.8	-6	0	-4.7
CCn1c(SCC(=O)NCCc2ccccc2)nc2c([nH]c3ccccc32)c1=O	2.7	8	-1.3	0.0	8	-3.0	0	2	-1.5
CCOC(=O)C1=C(N)Oc2c(oc(CO)cc2=O)C1c1ccc(Cl)cc1 (stereo unspecified)	-0.8	-6	4.3	-0.4	-5	/	-6	1	-2.5
O=C(COc1ccccc1Cl)NCCNC(=O)c1ccco1	1.4	-8	-0.4	1.2	3	0.4	-2	-1	-2.4
O=S(=O)(/C=C/c1ccccc1)N1CCc2ccccc2C1	0.8	1	-2.8	-0.7	-15	-1.3	-8	3	-2.5
O=C(Cn1ncc(Cl)c(Cl)c1=O)N1CCOCC1	-1.0	4	2.7	-0.8	-1	/	2	3	-0.9
Cc1ccc(NC2CCCN(C(=O)CCC3=NNC(=O)CC3)C2)cc1C (stereo unspecified)	1.7	-5	-2.2	-0.5	6	-0.1	-3	5	-1.1
CC(=O)Nc1ccc(NC(=O)C(C)OC(=O)c2cc(S(=O)(=O)N3CCOCC3)ccc2Cl)cc1 (stereo unspecified)	2.2	6	-0.2	0.2	5	-2.8	1	1	0.3
CCNc1nc(NCC)nc(N(C)n2cnnc2)n1	0.0	0	1.7	1.3	2	0.1	-1	3	-0.7
CC(=O)c1cccc(S(=O)(=O)N(CCCO)Cc2cc3ccc(C)cc3[nH]c2=O)c1	-6.1	11	1.6	0.7	-7	/	0	-3	-1.4
Cc1ccc(N2CCCn3c2cc(C)c(C#N)c3=O)cc1Cl	2.4	16	6.6	-1.0	6	-0.9	-6	-1	-0.5
CCOc1cc(C(=O)NCc2nnc(SCC(=O)OC)n2C)cc(OCC)c1OCC	-0.5	-6	-0.3	0.6	-4	/	3	1	-3.4
COc1ccc(NC(=O)c2cc(C)nc3ccccc23)c(OC)c1	-1.4	5	-2.3	0.4	-17	/	-8	-4	-2.4
Cc1ccc(N(C)S(=O)(=O)c2cccc(C(=O)Nc3nnc(C4CC4)s3)c2)cc1	-0.2	6	0.0	0.5	0	/	-6	3	-1.8
CN1CCN(c2ccc(CNC(=O)C3Cc4c(-c5cccc(F)c5)ccnc4O3)cc2)CC1 (stereo unspecified)	0.2	6	/	/	0	1.4	-7	-2	-0.9
O=[N+]([O-])c1ccccc1/C=N/NC1=NS(=O)(=O)c2ccccc21	-0.2	18	-1.2	-1.3	2	/	-2	-3	0.3
O=C(CSc1nc2nccnc2c(=O)n1Cc1cccs1)Nc1ccccc1F	-1.0	3	1.1	5.5	1	2.2	-3	-1	-1.1
Cc1cc(C)cc(NC(=S)NC(=O)Cc2ccccc2)c1	-0.7	0	4.0	2.1	-6	-0.6	-6	3	-1.0
Cc1ccc(C)c(S(=O)(=O)NCC(=O)NCc2ccco2)c1	0.3	8	0.7	-0.8	1	/	0	1	-0.2
COc1ccc(C2C(=O)c3ccccc3C2=O)c(OC)c1	-0.2	3	-0.8	-0.4	-4	-0.6	-2	-1	-0.8
Cc1ccc2c(c1)CCCO[C@]21O[C@H](CCO)C[C@H](O)[C@H]1O	0.6	/	/	/	-2	-3.4	1	1	-2.8
c1coc(-c2nc(N=C3N=c4ccccc4=N3)[nH]c2-c2ccco2)c1	0.0	15	/	/	-7	/	-10	-1	-2.7
COc1cc(-c2coc3c(C(=O)NCc4ccccc4)cccc23)ccc1O	-0.2	0	/	/	2	-1.3	-2	-3	-1.1
O=[N+]([O-])c1ccc(N2CCN(CC3CCCCC3)CC2)cc1	0.4	8	-3.3	-2.4	5	-1.9	-8	0	-2.1
CCn1c(SCC(=O)Nc2ccc(NC(C)=O)cc2)nc2c1c(=O)n(C)c(=O)n2C	-0.5	4	-1.2	-1.3	2	-0.9	5	1	/
Cc1ccc(Nc2nc3ccccc3n3cnnc23)cc1Cl	-4.4	14	-1.2	-1.4	5	-0.7	-3	5	-2.1
O=C(COc1ccc(Cl)cc1)Nc1ccc2[nH]ncc2c1	-2.1	-7	1.3	0.2	-11	0.3	-9	0	-3.4
Cc1ccccc1OCC(O)Cn1c(=N)n(Cc2ccccc2)c2ccccc21 (stereo unspecified)	0.1	9	-2.6	1.0	-4	11	-3	6	-4.2
CCN(CC)c1ccc([N+](=O)[O-])cc1/C=N/NC(=O)CC#N	0.3	5	0.0	1.4	-2	/	-2	-6	0.7
COc1ccccc1N1CCN(Cc2nc(N)nc(Nc3ccc(C)cc3)n2)CC1	0.6	4	-2.4	-0.4	-14	/	0	-1	-0.2
CC(C)Oc1ccc(C(CC(=O)O)NC(=O)Cc2ccc(Cl)cc2)cc1 (stereo unspecified)	-2.6	6	1.7	-1.0	12	-1.6	-16	2	-1.8
Cc1cc(N(C)C)ccc1N=Nc1ccc2ncccc2c1	-5.3	9	5.8	-0.5	-44	-1.0	-16	-15	2.5
CC(C)(C)C(=O)Nc1ccc(S(=O)(=O)NC2=NCCCCC2)cc1	-0.5	8	/	-0.5	0	1.9	-2	3	/
COc1ccc(OC)c(S(=O)(=O)N2CCCCC2C(=O)N2CCN(c3ccccn3)CC2)c1 (stereo unspecified)	-0.7	-1	1.7	1.1	-5	-0.3	-4	10	-3.8
COc1ccccc1NC(=S)N1CCC(NC(=O)C23CC4CC(CC(C4)C2)C3)CC1	-0.3	5	0.0	-1.4	1	/	-8	0	-0.5
COc1ccc(OC)c(C2NC(=S)NC(C)=C2C(=O)Nc2ccccn2)c1 (stereo unspecified)	-0.7	4	1.2	-0.7	4	/	-1	1	0.3
